CHT PAM: human CHT allosteric activation | 0.49% of 310,000 active | Q9GZV3 | B-score at 10 µM | CHT-expressing cells, membrane potential dye, choline EC20; active compounds read high; LV-AA mutant CHT in HEK293 cells;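 active = initial fluorescence not abnormally high and integrated response B-score, plate-corrected, over 3 SD above library mean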
Target sequence (Q9GZV3 whole entry, looked up): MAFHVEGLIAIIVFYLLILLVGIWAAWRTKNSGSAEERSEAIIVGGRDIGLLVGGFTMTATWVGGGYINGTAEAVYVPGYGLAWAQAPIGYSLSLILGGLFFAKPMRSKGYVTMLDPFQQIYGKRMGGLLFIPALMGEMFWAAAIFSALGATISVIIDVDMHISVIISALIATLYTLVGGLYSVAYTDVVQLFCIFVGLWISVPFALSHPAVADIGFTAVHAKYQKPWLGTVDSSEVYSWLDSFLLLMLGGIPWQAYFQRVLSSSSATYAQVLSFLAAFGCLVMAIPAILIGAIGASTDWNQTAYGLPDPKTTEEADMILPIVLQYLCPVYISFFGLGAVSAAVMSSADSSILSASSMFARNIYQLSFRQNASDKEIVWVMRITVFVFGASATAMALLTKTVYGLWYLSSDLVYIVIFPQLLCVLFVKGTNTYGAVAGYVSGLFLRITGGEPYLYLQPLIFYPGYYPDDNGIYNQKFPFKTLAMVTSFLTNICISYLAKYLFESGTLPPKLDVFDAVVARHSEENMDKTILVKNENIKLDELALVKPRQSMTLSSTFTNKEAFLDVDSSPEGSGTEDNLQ
OX1R antagonist: human HCRTR1 antagonism; 0.43% of 330,000 active; inhibition, % at 5 µM; O43613; CHO/OX1R cells, Fluo-8 calcium fluorescence, orexin A;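 active = inhibition above its plate's threshold, mean inhibition of all tested compounds on the plate plus 3 SD, cut at about 37% in these data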;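 note: 0% = orexin A challenge wells and 100% = SB-334867-A antagonist wells; not every result past the cut was called active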
Target sequence (O43613 whole entry, looked up): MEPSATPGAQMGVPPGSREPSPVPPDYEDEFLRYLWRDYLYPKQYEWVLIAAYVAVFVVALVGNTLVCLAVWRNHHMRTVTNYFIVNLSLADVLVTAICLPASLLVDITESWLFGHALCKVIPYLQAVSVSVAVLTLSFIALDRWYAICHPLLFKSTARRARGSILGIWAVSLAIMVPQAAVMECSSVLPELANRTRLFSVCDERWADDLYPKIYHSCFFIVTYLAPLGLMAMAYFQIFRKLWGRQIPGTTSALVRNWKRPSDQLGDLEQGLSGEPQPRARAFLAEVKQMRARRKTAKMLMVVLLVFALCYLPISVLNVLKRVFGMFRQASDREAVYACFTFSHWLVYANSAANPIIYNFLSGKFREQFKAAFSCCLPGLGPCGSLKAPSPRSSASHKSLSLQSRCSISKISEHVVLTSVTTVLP
The depositor's hits bear a star; i = inactive; / = no result given.

mol	CHT PAM	OX1R antagonist
CCOc1cc(/C=C2\C(=N)N3N=C(S(=O)(=O)CC)SC3=NC2=O)ccc1OC(=O)c1ccco1	i	7
O=C(Cc1ccccc1)N/N=C/c1cc(Br)cc(Cl)c1O	i	-20
Cc1csc(SCC(=O)NC2CCCC2)n1	/	-14
C/C(=N\NC(=O)CCC(=O)N/N=C(\C)c1ccc(C)o1)c1ccc(C)o1	i	-4
O=C(CCC1CCN(C(=O)c2cc(C(F)(F)F)ccc2Cl)CC1)NC1CC1	i	-16
COC(=O)Cn1c(=O)cnc2ccccc21	i	-1
COC(=O)C1=C(O)/C(=C\c2ccc(OCC(=O)Nc3ccccc3OC)cc2)N=C1C	i	-2
CC(=O)N1c2ccc(S(=O)(=O)N3CCCC3)cc2CC1C(=O)NCc1ccccc1F (stereo not given)	i	0
CN1/C(=C\C(=O)CSc2nnc(NCc3ccccc3)s2)C(C)(C)c2ccccc21	i	-9
O=C(COc1ccc(Br)cc1)NCCCn1ccnc1	i	-6
O=C1C(Cl)=C(N2CCOCC2)C(=O)N1c1ccc(Br)cc1	i	-19
O=C(Cn1c(C(F)(F)F)nc2ccccc21)Nc1ccccc1N1CCOCC1	i	-36
COc1ccc(CN2CC(=O)N(c3cccc(Cl)c3)C2=S)cc1OC	i	8
NC(=O)c1ccsc1NC(=O)CSc1nc2ccccc2c(=O)n1CCCO	i	0
O=C1c2ccccc2C(=O)N1Cc1nc2ccccc2c(=O)n1CCN1CCOCC1	i	-30
CCOC(=O)/C(C#N)=C/c1ccc(OC)c(OC)c1	i	-1
CN(C)CCN(C(=O)c1cc(Cl)sc1Cl)c1nc2ccc(F)cc2s1	i	-9
CCC(C)(C)NC(=O)C(OC(=O)c1ccco1)c1ccccc1OC (stereo not given)	i	-13
CCCCc1cc(=O)oc2cc(OCC(=O)N3CCc4ccccc43)ccc12	i	-10
CCOCCn1c(C(C)C)nc2ccccc21	i	-9
O=C(NCCc1cccc(Cl)c1)c1cc([N+](=O)[O-])ccc1Cl	i	-20
Cc1ccc(/C=c2\s/c(=C(/C#N)C(=O)N3CCCC3)n(Cc3ccco3)c2=O)s1	i	-23
CCCCC(CC(C)O)c1n[nH]c(=S)n1-c1ccccc1 (stereo not given)	i	2
COc1ccc2sc(NC(=O)c3ccco3)nc2c1	i	-27
O=C(CCOc1ccccc1)Nc1ccccc1[N+](=O)[O-]	i	-10
Cc1ccc(N=C(NOC(=O)c2ccccc2)c2nonc2N)c(C)c1	i	-9
O=S(=O)(/C=C/c1ccccc1)N1CCN(c2cccc(Cl)c2)CC1	i	-14
CCc1ccc(S(=O)(=O)N2CCN(Cc3ccco3)CC2)cc1	i	-2
Cc1ccccc1C(=O)N1CCN(S(=O)(=O)c2cccs2)CC1	i	-6
CN(C(=O)C(C)(C)C)c1ccc(OCC(=O)N2CCc3ccccc3C2)cc1	i	8

Whole records, quoted from the list.
O=S(=O)(/C=C/c1ccccc1)N1CCN(c2cccc(Cl)c2)CC1 as listed: CHT PAM: i; OX1R antagonist: -14
O=C(NCCc1cccc(Cl)c1)c1cc([N+](=O)[O-])ccc1Cl as listed: CHT PAM: i; OX1R antagonist: -20

More compounds:
mol	CHT PAM	OX1R antagonist
CCN(CC)CCCN=Cc1c(-c2ccccc2)[nH]n(-c2nc3ccccc3s2)c1=O	i	-19
CCOC(=O)N1CCN(S(=O)(=O)c2ccc3c4c(cccc24)C(=O)N3)CC1	i	-27
CC1CN(C(=O)CCC(=O)NC(C)c2ccccc2)c2cc(Cl)ccc2O1 (stereo not given)	i	-18
O=C(Nc1ccc(F)cc1)c1ccc2ncsc2c1	i	-18
O=C(N/N=C/c1cccnc1)c1cc(-c2ccccc2)nc2ccccc12	i	-34
Cc1ccc2nc(CSc3nnc(-c4ccco4)n3-c3ccccc3)cc(=O)n2c1	i	-22
CC(C)Cc1ccc(/C=C/C(=O)N2CCCCC2)cc1	i	-17
COc1cccc(OC)c1C(=O)Nc1ccc(Cc2ccncc2)cc1	i	-24
COc1ccc(-c2nc(CS(=O)(=O)CC(=O)NCCc3cc(OC)ccc3OC)c(C)o2)cc1	i	-20
CC(=O)c1ccc(S(=O)(=O)Nc2ccc3c(c2)OCO3)cc1	/	17
CCOC(=O)CC(=O)NC1(Cc2ccc(O)cc2)CCCCC1	i	-13
Cc1c(CC(=O)NCC(=O)O)c(=O)oc2cc3c(cc12)CCC(C)(C)O3	i	-5
CCn1nc(NS(=O)(=O)c2ccc([N+](=O)[O-])cc2)c2cc3cc(C)ccc3nc21	i	-23
COC(=O)[C@]1(C)N[C@H](c2ccc(-c3cccc(Cl)c3)cc2)[C@@H]2C(=O)N(C)C(=O)[C@@H]21	/	-8
N#CCSc1n[nH]c2nc3c(c(=O)n12)C1(CCCCC1)Cc1ccccc1-3	i	1
CCCCOC(=O)Cn1c(-c2ccccc2)nc2ccccc2c1=O	i	-44
CCN(CC)S(=O)(=O)c1ccc(Nc2ccc(-c3ccc4c(c3)OCCO4)nn2)cc1	i	8
O=C(COC(=O)c1cccnc1)Nc1ccccc1	i	-8
NS(=O)(=O)c1ccc(NC(=O)CCC(=O)c2cccs2)cc1	i	1
c1ccc(Cc2nnc3sc(-c4ccc5c(c4)OCCO5)nn23)cc1	i	-21
COc1cccc2sc(N(CCCN(C)C)C(=O)c3sc4ccccc4c3Cl)nc12	i	-29
CCn1c2ccccc2c2cc(N=C3SC(CC(=O)Nc4ccccc4OC)C(=O)N3C)ccc21 (stereo not given)	i	23
Oc1cc(Cc2ccccc2)cnc1CN1CCCCC1	i	-6
Cc1nnc(SC(C)C(=O)Nc2sc3c(c2C#N)CCCC3)[nH]c1=O (stereo not given)	i	-3
COc1cccc(NC(=O)CN(C)C(=O)c2cc3c(s2)CCC(C)C3)c1 (stereo not given)	i	-36
Cc1ccc(C)c(NC(=O)C(Sc2nc3ccccc3c(=O)n2CC(C)C)c2ccccc2)c1 (stereo not given)	i	-24
N#Cc1c(-c2ccco2)nc(SCC(=O)Nc2ccc(S(N)(=O)=O)cc2)[nH]c1=O	i	1
O=C(Cn1nc(-c2ccccc2)c2ccccc2c1=O)NCC1CCCO1 (stereo not given)	i	-11
O=C(N/N=C/c1ccc(Cl)c(Cl)c1)c1ccc2nc[nH]c2c1	i	15
Oc1c(C(c2ccco2)N2CCOCC2)sc2ncnn12 (stereo not given)	i	-3
O=C(O)C12CC3CC(C1)CC(n1cnc(Cl)n1)(C3)C2	i	-5
COc1ccc(N2C(=O)CC(C#N)=C2N)cc1	i	-28
CC1CCCCN1CCCNc1ccc(C(CC(N)=O)NC(=O)Cc2cccc3ccccc23)cc1[N+](=O)[O-] (stereo not given)	i	-3
Cc1cc(-c2nnc3n2N=C(c2ccccc2Br)CS3)n[nH]1	i	-24
C=CCNC(=S)Nc1cc(Cl)ccc1OC	i	13
Cc1cccc(-c2c3c(=O)n(C)c(=O)n(C)c3cn2-c2ccc(O)cc2)c1	i	-25
S=C1NCN(Cc2cccnc2)CN1	i	1
COc1cc(OC)nc(NC2OC(=O)c3ccccc32)n1 (stereo not given)	i	-1
Cc1ccc(OCc2cccc(S(=O)(=O)N(C)C)c2)c([N+](=O)[O-])n1	i	-14
Cc1cc(C)n(-c2ccc(C(=O)Nc3cc(C(F)(F)F)ccc3N3CCOCC3)cc2)n1	i	-27
CO/N=C/C(C#N)c1ncc(C(F)(F)F)cc1Cl (stereo not given)	i	-7
CN(C)C(CNC(=O)c1ccc(C2SCCS2)cc1)c1ccccc1 (stereo not given)	i	-3
COc1cc(C(=O)NCC(=O)N2CC=C(c3ccccc3)CC2)cc(OC)c1OC	i	-26
COc1ccccc1N1CCN(C(=O)c2ccc(CN3CCc4ccccc4C3)cc2)CC1	i	-26
Cc1nn(Cc2ccccc2)c(C)c1NC(=O)CCCn1nc(C)c([N+](=O)[O-])c1C	i	-8
COC(=O)CCCCCCCC(=O)Nc1nnc(C(F)(F)F)s1	i	-29
CCOC(=O)CC1C(=O)NCCN1C(=S)Nc1ccccc1 (stereo not given)	i	-3
COc1ccc(OCc2ccc(/C=N\NC(=O)c3sccc3C)o2)cc1	i	/
O=S(=O)(Nc1nc2ccccc2nc1Nc1ccc2c(c1)OCCO2)c1cccs1	i	-16
COc1ccc(C(NC(=O)CC(C)C)NC(=O)CC(C)C)cc1OC	i	-21
CN=c1scc(-c2ccc(Cl)cc2)n1C	i	7
Cc1ccc(C2c3c(C)nn(-c4ccc([N+](=O)[O-])cc4)c3N=C3C(=O)Nc4ccccc4N32)cc1 (stereo not given)	i	-13
CC1=C(C(=O)NCc2ccco2)C2(CCC(C)CC2)OC1=O (stereo not given)	i	-30
Cc1nnc(N(Cc2ccco2)C(=O)c2cccc(C#N)c2)s1	i	-14
COc1cc(OC)c2c(O)c3c(c(-c4c5c(c(O)c6c(OC)cc(OC)cc46)CO[C@@H](C)[C@H]5O)c2c1)[C@H](O)[C@H](C)OC3	i	-2
O=C(CCc1ccccc1)Nc1nc2n(n1)C(c1ccccc1)CC(=O)N2 (stereo not given)	i	-7
COc1cc(S(=O)(=O)Nc2cccc3cn[nH]c23)c(OC)cc1Cl	i	10
CC(=O)Oc1ccc2c(c1)cc(C)n2C	i	-12
CC(=O)Nc1ccc2nc(-c3ccco3)[nH]c2c1	i	-17
C#CCSc1nnc(C)c(C)n1	i	-18

The list goes on.
Structure,CHT PAM,OX1R antagonist
O=C1c2cc(S(=O)(=O)NCCO)ccc2-c2ccc(S(=O)(=O)NCCO)cc21,i,-3
COc1cccc(OC)c1OCCN(C)C,i,-10
COc1cccc(NC(=O)CCc2c(C)nc3nc(CNC(=O)c4cccc(F)c4)nn3c2C)c1,i,-14
O=C(c1sc2ccccc2c1Cl)N(Cc1cccs1)C1CCS(=O)(=O)C1 (stereo not given),i,-29
CN(C)C1=NC(=O)/C(=C\c2ccccc2)S1,i,4
COc1ccccc1C(=O)n1nc(C)cc1C,i,-13
O=C(Cc1ccc(F)cc1)NCCc1ccc(F)cc1,i,-22
Cc1ccc(O)c(C2=Nc3ccccc3C2(C)C)c1,i,-33
O=C(NCc1ccco1)c1cc(-c2ccc(Cl)cc2)on1,i,-13
CC(C)(C)CN1CCN(Cc2nc(-c3ccc(F)cc3)cs2)CC1CCO (stereo not given),i,-29
COCCn1c(=O)[nH]c2cc(C(=O)Nc3nnc(C)s3)ccc21,i,-7
CCN(CC)C(=O)COc1ccc(C=O)cc1OC,i,0

4 of these compounds in a different format:
O=C(NCc1ccco1)c1cc(-c2ccc(Cl)cc2)on1
  CHT PAM = i; OX1R antagonist = -13
COc1cccc(OC)c1OCCN(C)C
  CHT PAM = i; OX1R antagonist = -10
CC(C)(C)CN1CCN(Cc2nc(-c3ccc(F)cc3)cs2)CC1CCO (stereo not given)
  CHT PAM = i; OX1R antagonist = -29
Cc1ccc(O)c(C2=Nc3ccccc3C2(C)C)c1
  CHT PAM = i; OX1R antagonist = -33

(cont.)
Structure,CHT PAM,OX1R antagonist
CN(C)c1ccc(/C=C(\NC(=O)c2ccccc2)C(=O)NCCCN2CCOCC2)cc1,i,-7
CCOc1ccc(C(=O)/C=C/c2cn(CN3CCN(C)CC3)c3ccccc23)cc1,i,14
Cc1cc(NC(=O)COC(=O)CCS(=O)(=O)c2cc(Cl)ccc2Cl)no1,i,-37
CC(C)(C)OC(=O)NC1CNNC1=O (stereo not given),/,10
COc1ccc(C(=O)Nc2ccccc2N2CCOCC2)cc1S(=O)(=O)N1CCOCC1,/,-27
COc1cc(CN2CCNC(=O)C2CC(=O)N2CCc3ccccc3C2)cc(OC)c1 (stereo not given),i,-11
COc1ccc(-c2nn(-c3ccccc3)cc2CN(C)CCn2ccnc2C)c(F)c1,i,-38
COc1ccc(OC)c(S(=O)(=O)N2CCN(C(=O)CCc3ccccc3)CC2)c1,i,-11
O=C(CCNC(=O)c1ccc([N+](=O)[O-])cc1)Oc1ccc(F)c(F)c1,/,11
CC(C)CNC(=O)C1CCN(CC2CCCCC2)CC1,i,-10
CCOC(=O)CN(C(=O)CSc1nnnn1C)c1ccccc1,/,-16
COc1ccc(S(=O)(=O)N2CCOC23CCN(S(=O)(=O)c2cc(C)ccc2C)CC3)cc1,i,-14
CC(C)C(=O)N1CCN(c2ccccc2NC(=O)COc2ccc(C3CCCCC3)cc2)CC1,i,/
O=C(NCC1CCCC(CNC(=O)Nc2ccc(Cl)cn2)C1)Nc1ccc(Cl)cn1 (stereo not given),i,-19
O=c1oc(C2(O)CCCCC2)cc2ccc(-c3ccc4[nH]ccc4c3)cc12,/,-15
C=CCN(C(=O)OC(C)(C)C)S(=O)(=O)NCc1ccccc1,/,-8
CC(=O)Nc1ccc(CN2CCCC(C(=O)c3cccc(C(F)(F)F)c3)C2)cc1 (stereo not given),i,-32
NNC(=O)Cn1cnc2ccccc21,i,-19
O=C(CCn1c(=O)oc2ccccc21)Nc1cccc(Cl)c1,i,-13
O=c1oc2cc(O)ccc2cc1-c1ccccc1,i,-8
COCCCNC(=O)CN1C(=O)COc2ccc(S(=O)(=O)N3CCCCCC3)cc21,i,-13

Rewritten with values under each structure: part of the list above
Values in the order: CHT PAM, OX1R antagonist
CC(C)C(=O)N1CCN(c2ccccc2NC(=O)COc2ccc(C3CCCCC3)cc2)CC1
  i, /
O=C(NCC1CCCC(CNC(=O)Nc2ccc(Cl)cn2)C1)Nc1ccc(Cl)cn1 (stereo not given)
  i, -19

Compound activity deposited in PubChem by several laboratories.

This is a random part of the collection. Share with any hit: about 0.8%.
